Source: PubChem BioAssay (National Center for Advancing Translational Sciences (NCATS))
Abeta rescue – compounds reversing amyloid beta toxicity in yeast; AID 1347071; Potency, µM (highest dose often 46.1 µM), for inactives: top-dose growth rescue, hits mostly activators; 410,000 compounds, 0.063% hits; yeast expressing A-beta42, growth rescue, OD600, 48 h; response scale: 0% DMSO, 100% iron-clioquinol control; note: potency is the fitted concentration of half-maximal effect; nearly all actives have a fitted effect of over 55% in size
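Yeast A-beta toxicity model in growth medium with pinned compounds, 48 h at 30 C; growth read as absorbance at 600 nm. Normalized to FeCl3/clioquinol equimolar mix (positive) and DMSO (negative).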
D3 ag – D3 dopamine receptor (human) agonism; P35462; D3R DiscoveRx beta-arrestin cells, luminescence, 90 min; max activation, %; 410,000 compounds, 0.58% hits; AID 652048; in the data active = max activation above about 30%; note: 0% is about no effect; mostly tested at two doses, the higher about 12 µM
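Agonist-mode cell screen: cells plated at 1500/well and incubated overnight at 37 °C, then exposed to library compounds for 90 min at 37 °C. Detection reagent was added for 30–60 min at room temperature, and luminescence was read.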
TDP-43 yeast inh – inhibitors of TDP-43 toxicity in yeast; TDP-43 expressing yeast growth rescue, BacTiter-Glo, 24 h; Potency, µM (top dose mostly 46.1 µM), without a hit: at the top dose growth rescue (activation), actives largely listed as activators; 410,000 compounds, 1.8% hits; AID 652104; note: potency is the fitted concentration of half-maximal effect; % of control where 0% means no effect; nearly all actives have a fitted effect of over 50% in size
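Galactose-induced TDP-43 yeast, OD600=0.02, compound pinned; 24 hr, 30 deg C; BacTiter-Glo luminescence for growth. Inhibitors of TDP-43 toxicity read as activators.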
DRD3 antagonist – antagonists of human D3 dopamine receptor | P35462 | D3R cells, DiscoveRx beta-arrestin luminescence, antagonist mode; hits give low values | max response, negative = inhibition, % | 360,000 compounds, 2.5% hits | AID 652054; in the data active = max response below about -50%; inconclusive = no clear call, values can overlap the other calls; note: % is set by controls: 0 for no effect and ±100 for the full control effect; mostly tested at two doses, the higher about 12 µM
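Cells plated overnight at 1500 cells/well, then exposed to library compounds with dopamine controls for 90 minutes at 37 degrees C. DiscoveRx reagent added for 30–60 minutes at room temperature; luminescence read, quantitative HTS format.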
FUS yeast rescue – rescues growth of FUS-expressing yeast | S. cerevisiae FUS-expressing, growth rescue, OD600, 24 h | Potency, µM (doses to about 76.6 µM), for the others: top-dose growth rescue (activation), usual class: activators | AID 1347120 | 390,000 compounds, 0.24% hits;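 note: potency is the fitted concentration of half-maximal effect; plate controls were DMSO vehicle for no effect and reference control for full effect; nearly all actives have a fitted effect of over 55% in size; some results filed as inactive show a strong effect at the top dose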
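S. cerevisiae expressing FUS from galactose induction served as the toxicity model. Growth after 24hr at 30C, read as absorbance at 600 nm, indicates suppression of toxicity; compounds dosed at several concentrations.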
aSyn yeast inh – inhibitors of alpha-synuclein toxicity in yeast; Yeast expressing alpha-synuclein, growth rescue, BacTiter-Glo, 24 h; Potency, µM (series often up to 46.1 µM), for the others: at the top dose growth rescue (activation), actives largely listed as activators; 370,000 compounds, 0.14% hits; note: potency is the fitted concentration of half-maximal effect; % of control where 0% means no effect; nearly all actives have a fitted effect of over 65% in size
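Screening used galactose-induced yeast with toxic alpha-synuclein levels, exposed to compound for 24 hr at 30 deg C. Cell growth, read with BacTiter-Glo luminescence, gave the measured signal.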
EPAC2 agonist – agonists of human EPAC2 (RAPGEF4) | Potency, µM (doses to about 154 µM), for inactives: at the top dose activation, most hits filed as activators | EPAC2 activation, biochemical qHTS; response scale: 100% = 6.5 mM cAMP response | Q8WZA2 | AID 720711 | 360,000 compounds, 0.079% hits; note: potency is the fitted concentration of half-maximal effect; nearly all actives have a fitted effect of over 50% in size
Target sequence (Q8WZA2 whole entry, looked up): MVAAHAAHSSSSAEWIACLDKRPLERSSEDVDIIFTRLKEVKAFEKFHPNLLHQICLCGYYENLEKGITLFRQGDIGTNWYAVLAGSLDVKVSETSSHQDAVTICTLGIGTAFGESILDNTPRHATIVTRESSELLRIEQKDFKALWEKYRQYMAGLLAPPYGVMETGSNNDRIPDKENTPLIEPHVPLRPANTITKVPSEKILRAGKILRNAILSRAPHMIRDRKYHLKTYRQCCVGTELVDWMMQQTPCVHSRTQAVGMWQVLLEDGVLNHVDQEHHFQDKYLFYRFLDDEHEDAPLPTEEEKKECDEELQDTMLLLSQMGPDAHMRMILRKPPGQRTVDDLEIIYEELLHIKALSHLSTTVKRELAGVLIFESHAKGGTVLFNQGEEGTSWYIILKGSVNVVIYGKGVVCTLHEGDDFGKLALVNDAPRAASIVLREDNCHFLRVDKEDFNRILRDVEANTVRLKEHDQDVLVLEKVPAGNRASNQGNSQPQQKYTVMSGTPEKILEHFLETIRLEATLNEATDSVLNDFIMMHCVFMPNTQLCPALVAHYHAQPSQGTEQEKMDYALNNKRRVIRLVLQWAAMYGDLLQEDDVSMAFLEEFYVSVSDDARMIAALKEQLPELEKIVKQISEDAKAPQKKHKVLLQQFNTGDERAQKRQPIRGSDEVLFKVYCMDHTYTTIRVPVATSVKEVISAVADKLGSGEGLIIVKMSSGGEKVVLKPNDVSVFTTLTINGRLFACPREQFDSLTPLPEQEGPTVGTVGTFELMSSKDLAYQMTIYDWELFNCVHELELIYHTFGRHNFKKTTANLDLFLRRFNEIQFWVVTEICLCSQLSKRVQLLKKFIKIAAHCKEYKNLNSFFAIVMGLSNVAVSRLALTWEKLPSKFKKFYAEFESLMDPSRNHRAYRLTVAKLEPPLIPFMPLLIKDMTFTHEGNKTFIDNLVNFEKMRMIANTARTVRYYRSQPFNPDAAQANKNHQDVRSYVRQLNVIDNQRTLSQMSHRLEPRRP
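Each well held 100 nM EPAC2, 250 nM RAP1B-BODIPY-GDP and 50 uM GDP. Fluorescence, read at 5-min intervals to 30 min, was referenced to a 6.5 mM cAMP positive control.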
EPAC2 antag – antagonists of human EPAC2 | Q8WZA2 | EPAC2 GEF exchange of Rap1B-BODIPY-GDP, fluorescence | Potency, µM (titrated, usually from 114 µM), without a hit: at the top dose activity, negative = inhibition, actives largely listed as inhibitors | 360,000 compounds, 0.18% hits | AID 720708; note: potency is the fitted concentration of half-maximal effect; % is set by controls: 0 for no effect and ±100 for the full control effect; nearly all actives have a fitted effect of over 45% in size; many of its hits are not listed in these tables
* = called active by the depositor; ? = inconclusive; nt = not tested or not shown; [ ] = dose if it differs, or a comment. Unless noted, calls come from the whole dose curve; as a rule, active = well fitted curve in the direction sought with a large enough effect; inconclusive = small, poorly fitted or top-dose-only effect, or another doubt; inactive = no such curve, though single readings can be large; an effect the other way counts as inactive or inconclusive.

SMILES | Abeta rescue | D3 ag | TDP-43 yeast inh | DRD3 antagonist | FUS yeast rescue | aSyn yeast inh | EPAC2 agonist | EPAC2 antag
O=C(Nc1ccc(O)c2c(=O)cc(-c3ccccc3Cl)oc12)c1ccc(Cl)c(Cl)c1 | -7% | -28 | -14% | -83* | 1% | -5% | 7% | 5%
O=C1CC(/C=C/c2ccc([N+](=O)[O-])cc2)=Nc2ccccc2N1 | 7% | -15 | -17% | ? | 41% | -1% | -1% | 7%
CCN(CC)c1ccc(NC(=O)COC(=O)/C=C/c2nc3ccccc3s2)cc1 | -11% | -13 | -12% | 2 | 22% | 4% | 3% | -5%
COc1ccc(/C=N/OCC(=O)Nc2cc(C)on2)cc1OC | 12% | 30* | 29% | 18 | nt | 3% | 0% | 9%
CC1CCCCC1NC(=O)CCn1c(=O)sc2ccccc21 (stereo unspecified) | 5% | -1 | 12% | -1 | 0% | 2% | 1% | -5%
CC1CCCCC1n1c(-c2cccnc2)n[nH]c1=S (stereo unspecified) | -3% | 2 | 5% | -21 | -13% | -2% | 5% | 7%
Cc1scc(C(=O)N2CCN(S(C)(=O)=O)CC2)c1-c1ccccc1 | 0% | 8 | -17% | 12 | 28% | -1% | 2% | 4%
CN(C)S(=O)(=O)c1ccc(Cl)c(NC(=O)CN2CCN(c3ccccn3)CC2)c1 | -6% | 19 | -18% | 10 | 24% | 0% | 7% | 10%
O=C(O)C(Cc1ccccc1)N1C(=O)c2ccccc2C1=O (stereo unspecified) | 5% | -2 | 2% | 4 | ? | 0% | -8% | 6%
O=S1(=O)C=C(SCc2ccc(F)cc2)Nc2ccccc21 | 1% | 2 | 5% | 0 | -18% | 0% | 0% | -8%
CCOC(=O)/C(C#N)=C\c1cccnc1 | 4% | 14 | 11% | 12 | -35% | 5% | -3% | 10%
c1cnc2c(C3NCCc4c3[nH]c3ccccc43)cccc2c1 (stereo unspecified) | -13% | -59 | -1% | -87* | 5% | -1% | 8% | 8%
Cc1ccc(NC(=O)Nc2csc3c2CCCC3)c(C)c1 | -2% | -24 | 7% | nt | -32% | nt | nt | nt
Nc1ccccc1SC/C=C/CSc1ccccc1N | -1% | 7 | ? | 19 | 23% | -2% | 9% | -16%
O=C(CCN1CCN(CC(=O)Nc2ccccc2F)CC1)Nc1ccccc1F | 10% | -25 | 0% | 0 | 3% | 12% | 6% | -2%
O=C(NCCc1ccccc1)c1cccc(S(=O)(=O)NCc2ccccc2)c1 | 30% | -1 | 16% | -10 | 10% | 3% | 3% | -8%
Cc1cc(NC(=O)C2CC(c3ccc(Cl)cc3)=NO2)no1 (stereo unspecified) | 9% | 1 | -10% | -3 | 2% | 11% | 6% | -8%
COc1ccc(NC(=O)CSc2ccc3c(c2)OCCO3)cc1OC | 11% | 1 | 14% | 50 | -4% | -10% | -4% | 15%
CC(N=C1NS(=O)(=O)c2ccccc21)C(=O)NCCCc1ccccc1 (stereo unspecified) | 8% | -17 | 3% | -4 | 2% | -5% | 3% | 6%
COc1ccccc1C(=O)Nc1ccc2c(c1)nc1n2CCN(C2CCCCC2)C1 | -16% | -3 | -4% | -20 | ? | -13% | 8% | -2%
CCOC(=O)c1ccccc1-n1nnnc1C | -3% | 17 | -13% | -5 | -25% | 3% | 3% | -2%
CCOC(=O)c1cccc(NC(=O)CC2C(=O)N(c3ccc(Cl)cc3)C(=O)N2C2CCCC2)c1 (stereo unspecified) | -2% | 5 | 7% | nt | ? | nt | nt | nt
COc1ccc(NC(=S)N(Cc2cccc(Br)c2)CC2CCC(C(=O)O)CC2)cc1 (stereo unspecified) | 15% | -6 | -17%[0.397 µM] | -8 | ? | 13% | 3% | -17%
Cc1ccnc(NC(=O)COC(=O)C2COc3ccccc3O2)n1 (stereo unspecified) | -3% | 4 | 1% | 27 | 3% | 0% | -3% | 3%[57.1 µM]
O=C(CN1C(=O)COc2ccc(Cl)cc21)N1CCOCC1 | 7% | 8 | 17% | 5 | 7% | 3% | 5% | 9%
O=c1ccc(-c2n[nH]c(=S)n2-c2ccc(F)c(Cl)c2)n[nH]1 | 11% | -7 | -9% | -17 | 12% | 11% | 4% | 0%
O=c1[nH]c(NNC(=S)NCc2ccccc2)nc2c1C1(CCCCC1)Cc1ccccc1-2 | -26% | 2 | -9% | -20 | ? | -10% | 19% | -8%[57.1 µM]
CCOc1cc(/C=N/NC(=O)C(=O)N/N=C/c2ccc(O)c(OCC)c2)ccc1O | 15% | 3 | 5% | 15 | 19% | -9% | 1% | -2%
O=C1c2cccc3cccc(c23)C(=O)N1c1ccccn1 | -20% | 2 | -9% | 3 | -2% | -6% | -4% | -1%
ClCCn1cnc2c(SCc3ccccc3)ncnc21 | 4% | 19 | ? | 2 | 3% | -4% | 13% | -5%
CCOC(=O)c1cc(C#N)c(N2CCOCC2)nc1-c1ccccc1 | -4% | 2 | 23% | -13 | 22% | -1% | 15% | -15%
CCS(=O)(=O)N1Cc2ccccc2CC1C(=O)Nc1ccc(F)c(F)c1F (stereo unspecified) | 0% | -5 | ? | -4 | -5% | 11% | 5% | -11%
Cc1ccccc1-n1c(=O)/c(=C\c2ccco2)s/c1=C(/C#N)C(=O)Nc1ccccc1 | -12% | 2 | 7% | 17 | 29% | -8% | 11% | 7%
Cc1ccccc1C(=O)NC1CCN(CC(=O)N2CCCCC2C)CC1 (stereo unspecified) | -5% | 0 | -13% | 15 | -4% | -1% | 3% | 3%
O=C(COC(=O)c1ccc([N+](=O)[O-])cc1)Nc1cccnc1Cl | 8% | -3 | 1% | 8 | 14% | 1% | 4% | 4%
Cc1cc(F)ccc1Nc1nc2ccc(Cl)cc2n2cnnc12 | 4% | 6 | ? | nt | -11% | nt | nt | nt
O=C(/C=C1\NC2(CCCC2)Cc2ccccc21)N1CCOCC1 | -3% | -8 | 1% | -15 | 20% | 0% | 12% | -1%
CCN(CC)S(=O)(=O)c1cc(-c2nnc(Nc3ccc(OC)c(C(N)=O)c3)c3ccccc23)ccc1C | 0% | -6 | 16% | nt | ? | nt | nt | nt
CCOC(=O)C1CCCN(C(=O)c2ccc([N+](=O)[O-])c(C)c2)C1 (stereo unspecified) | 12% | -6 | -2% | 4 | nt | 3% | 6% | -8%
CC(C)(CO)CNc1ccn2nccc2n1 | -20% | -11 | -7% | ? | -9% | -5% | 9% | 4%
CC(C)(CO)NC(=O)C(Cc1ccccc1)N1C(=O)c2ccccc2C1=O (stereo unspecified) | -17% | 2 | 11% | 8 | -21% | 0% | 6% | -4%
Cn1c(=O)c2sccc2n2c(CCCC(=O)NC3CCN(Cc4ccccc4)CC3)nnc12 | 6% | -6 | 28% | 16 | -5% | 4% | -3% | 5%
CC(C)(C)NC(=O)NC(=O)CN1CCN(S(=O)(=O)c2ccc3c(c2)CCCC3)CC1 | ? | 1 | -4% | 1 | ? | 2% | -2% | -12%
O=C(CC(=O)NC1CCCCC1)N/N=C/c1ccccc1[N+](=O)[O-] | -7% | -5 | -12% | 3 | 13% | 1% | 0% | 1%
Cc1cccc(CNC(=O)C2CCC(=O)N(CCc3cccc(F)c3)C2)n1 (stereo unspecified) | 2% | -1 | 10% | 1 | 7% | -2% | 4% | 3%
COc1ccc(NC(=S)NCc2ccc(F)cc2)c(OC)c1 | 25% | 2 | 0% | -2 | -2% | 5% | 2% | -11%
COc1ccc(NC(=S)Nc2ccc(F)cc2)cc1 | 7% | -3 | 7% | -6 | 6% | -2% | 2% | 11%
Cc1cc(C)n(Cc2n[nH]c(=S)n2Cc2ccccc2)n1 | 13% | -4 | 4% | 49 | -4% | 0% | 0% | 9%
N#C/C(=C\c1ccccc1O)C(=O)Nc1ccccn1 | 5% | -5 | 12% | 7 | -5% | -5% | 14% | 2%
O=c1cc(S(=O)(=O)Cc2ccccc2)[nH]c(=O)[nH]1 | 16% | 0 | -9% | -9 | 14% | -3% | 10% | -2%
CCCCN(CC)C(=O)c1cc2cc3ccc(OC)cc3nc2o1 | -18% | 3 | ? | -16 | 29% | -2% | 15% | -17%
Cc1sc2ncn(CC(=O)NCCCC(=O)NCc3ccc(F)cc3)c(=O)c2c1C | 6% | 3 | -11% | -13 | ? | -5% | 4% | -7%
COc1ccccc1-c1cnn2c(NCc3ccccc3)cc(C)nc12 | 6% | -1 | 17% | 1 | -18% | -4% | 20% | -2%
S=c1[nH]nc(-c2ccco2)n1-c1cccc2ccccc12 | 7% | 1 | 13% | -74* | ? | 4% | 11% | -9%
Cc1cccc(NC(=O)COC(=O)CNC(=O)C2CCCCC2)c1 | 12% | -6 | 4% | 16 | 10% | 13% | -3% | -4%
COc1ccc(CCNC(=O)c2cnc(Cl)c(Cl)c2)cc1 | -5% | 11 | 9% | -3 | -3% | 1% | -3% | -2%
Cc1oc(C(C)(C)C)cc1C(=O)Nc1ccc(N2CCOCC2)cc1 | 7% | 6 | 24% | -5 | 20% | 1% | -11% | 0%
O=[N+]([O-])c1ccc(NC(=S)NCC(c2cccnc2)N2CCOCC2)cc1 (stereo unspecified) | 3% | 0 | -10% | 2 | 2% | 0% | 4% | 4%
Nn1cc(-c2ccccc2)nc1SCC(=O)N1CCN(S(=O)(=O)c2ccc3ccccc3c2)CC1 | 11% | -3 | 5% | -2 | 13% | -1% | -19% | ?
Cc1nc(SCc2ccc([N+](=O)[O-])cc2)nc2ccccc12 | 7% | -3 | -15% | 10 | 13% | 3% | 10% | 1%
O=C(c1cc2cc(Cl)ccc2[nH]1)N1CCN(c2ccccn2)CC1 | -6% | 3 | ? | -18 | 10% | 2% | -8% | 6%

Record cards (already shown).
Record of CCCCN(CC)C(=O)c1cc2cc3ccc(OC)cc3nc2o1 → Abeta rescue: -18%; D3 ag: 3; TDP-43 yeast inh: ?; DRD3 antagonist: -16; FUS yeast rescue: 29%; aSyn yeast inh: -2%; EPAC2 agonist: 15%; EPAC2 antag: -17%
Record of COc1ccccc1-c1cnn2c(NCc3ccccc3)cc(C)nc12 → Abeta rescue: 6%; D3 ag: -1; TDP-43 yeast inh: 17%; DRD3 antagonist: 1; FUS yeast rescue: -18%; aSyn yeast inh: -4%; EPAC2 agonist: 20%; EPAC2 antag: -2%

These rows are one share of the data, so the mix of outcomes need not match the whole.
